Compound activity as filed in PubChem BioAssay.
Neddyl block – cullin neddylation inhibition | P61081+Q13564 | TR-FRET cullin neddylation, biochemical | calls only at 25 µM | 360,000 compounds, 0.58% hits | AID 651699; in the data active = inhibition above about 36%
SKN-1 block – inhibitors of C. elegans SKN-1; C. elegans VP596 Pgst-4::GFP/RFP ratio, acrylamide-induced, 24 h; inhibition, % at 21.8 µM; 360,000 compounds, 0.49% hits; AID 624304;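 active = interference check ratio from 0.5 to 1.5 plus GFP to RFP signal ratio inhibition reaching or exceeding a fixed threshold, cut at about 30% in these data, passing the limit was not always enough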; also: some compounds called inactive have numbers as strong as hits
FAS-TE inh – inhibitors of human fatty acid synthase thioesterase domain. recombinant FAS-TE, OMFH fluorogenic substrate, fluorescence endpoint. 360,000 compounds, 0.67% hits. P49327. inhibition, % at 15 µM. AID 602261;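 active = compounds whose normalised, plate-corrected inhibition of enzyme fluorescence in the single-dose primary screen is 50% or more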;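 also: 0% = DMSO with enzyme and 100% = substrate without enzyme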
MT1-MMP act inh – blocks activation of human MT1-MMP | P50281 | HT1080 RFP-PRO-GFP cells, GFP/RFP ratio fluorescence, overnight; percent of plate control window, DMSO zero | GFP/RFP ratio change, % at 20 µM | 360,000 compounds, 0.061% hits;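 active = GFP/RFP ratio change of at least 30% with cell ATP level not reduced by more than half and red fluorescence within 50% of control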; also: strong numbers were not always called active
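Assay system – RFP-PRO-GFP reporter HT1080 cells · Compound dosing – single dose of 20 µM compound, 1% DMSO final · Incubation – overnight compound exposure at 37 °C · Measure – GFP/RFP fluorescence ratio · Benchmarks – DMSO wells and RFP-L50D-GFP cells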
Rin1-Abl PPI inh – blocks binding of human Rin1 to Abl; 360,000 compounds, 0.4% hits; P00519+Q13671; inhibition, % at 7.35 µM; TR-FRET Rin1/Abl binding, biochemical; in the data active = inhibition above about 5%, passing the limit was not always enough
MsrA act – activates bovine MsrA enzyme; purified bovine MsrA, absorbance read-out; activation, % at 10.6 µM; 360,000 compounds, 0.3% hits; AID 602163; in the data active = activation above about 7.5%;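 also: 0% = vehicle and 100% = reference activator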
CendR NRP1 mod – modulators of CendR peptide binding to human neuropilin-1. inhibition, % at 25 µM. AID 602438. 360,000 compounds, 0.85% hits. FAM-RPARPAR peptide binding to NRP-1, fluorescence polarization. O14786;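 active = inhibition or corrected inhibition above about 18%, plus a signal ratio from 0.5 to 1.5, limit read from the data, passing the limit was not always enough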; also: strong numbers were not always called active
E coli Lon inh – E. coli protease La inhibition; 360,000 compounds, 0.42% hits; inhibition, % at 7.94 µM; P0A9M0; purified E. coli Lon protease, fluorescence polarization; in the data active = inhibition above about 13%, passing the limit was not always enough;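 also: 0% = enzyme with probe and DMSO and 100% = no enzyme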
Target sequence (P0A9M0 whole entry, looked up): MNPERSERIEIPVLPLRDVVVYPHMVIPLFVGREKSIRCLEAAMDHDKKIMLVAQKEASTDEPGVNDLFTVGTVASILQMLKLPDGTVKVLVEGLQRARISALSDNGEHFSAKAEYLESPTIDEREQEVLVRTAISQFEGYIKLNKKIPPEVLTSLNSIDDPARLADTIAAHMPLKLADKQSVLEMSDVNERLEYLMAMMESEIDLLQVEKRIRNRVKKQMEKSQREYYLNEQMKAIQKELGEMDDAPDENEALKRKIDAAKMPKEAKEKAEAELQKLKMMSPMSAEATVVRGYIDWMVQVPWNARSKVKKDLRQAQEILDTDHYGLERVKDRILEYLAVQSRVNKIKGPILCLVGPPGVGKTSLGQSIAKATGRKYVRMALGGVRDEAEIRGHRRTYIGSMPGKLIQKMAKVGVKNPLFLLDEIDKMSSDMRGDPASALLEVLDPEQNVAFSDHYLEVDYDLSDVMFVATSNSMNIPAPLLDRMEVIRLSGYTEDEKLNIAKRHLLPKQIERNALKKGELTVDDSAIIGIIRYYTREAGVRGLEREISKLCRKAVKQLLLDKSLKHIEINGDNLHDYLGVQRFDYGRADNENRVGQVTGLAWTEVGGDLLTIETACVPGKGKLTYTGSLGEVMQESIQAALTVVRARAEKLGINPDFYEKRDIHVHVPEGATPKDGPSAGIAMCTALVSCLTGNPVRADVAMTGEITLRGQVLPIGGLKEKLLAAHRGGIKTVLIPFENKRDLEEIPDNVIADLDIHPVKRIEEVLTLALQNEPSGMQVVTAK
PABP1 MLLE inh – inhibitors of microRNA-mediated deadenylation, human PABP1 MLLE binding; P11940; GST-MLLE / FITC-PAM2 fluorescence polarization; inhibition, % at 20 µM; 360,000 compounds, 0.36% hits; in the data active = inhibition above about 35%, passing the limit was not always enough;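 also: plate controls were DMSO wells with GST-MLLE for no effect and wells lacking GST-MLLE protein for full effect; some results filed as inactive read as strong as hits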
The depositor's hits bear a star; i = inactive; nt = no result given.

SMILES	Neddyl block	SKN-1 block	FAS-TE inh	MT1-MMP act inh	Rin1-Abl PPI inh	MsrA act	CendR NRP1 mod	E coli Lon inh	PABP1 MLLE inh
N#CC(CC(=O)c1ccc(Cl)cc1)c1ccccc1 (centres undefined)	i	2	12	4	0	-6	0	8	5
Cc1ccc(S(=O)(=O)NC(=O)Nc2nc(-c3ccc(F)c(F)c3)cs2)cc1	i	9	1	4	-3	-2	0	7	11
Cc1cc([N+](=O)[O-])nn1CC(=O)NCc1ccccc1	i	-21	5	-2	-1	-2	5	2	-6
COc1ccc(C2=NCCc3cc(OC)c(OC)cc32)cc1OC	i	-1	-10	-4	-1	0	6	-8	1
COC(=O)CC1=C(C(=O)OC)C(c2ccncc2)C(C#N)=C(N)O1 (centres undefined)	i	-2	-6	0	-1	5	13	0	3
Cc1oc(C(=O)O)cc1COc1ccc2c(C)cc(=O)oc2c1	i	18	-6	5	-2	-4	-4	-4	1
Cc1cccc(N2CC(C(=O)Nc3ccc(S(=O)(=O)NCC4CCCO4)cc3)CC2=O)c1C (centres undefined)	i	14	-1	-4	1	2	6	-17	12
O=C(CN(Cc1ccco1)C(=O)Cn1nnc(-c2ccc(F)cc2)n1)NC1CCCC1	i	19	4	9	0	-2	-3	-1	4
COc1ccc(NC(=O)CC2(Cc3ccccc3)CCOC(C)(C)C2)cc1 (centres undefined)	i	4	2	4	1	-5	4	-10	11
CCc1ccccc1NC(=O)CN1CCN(C(=O)CCC(=O)N2CCC(c3ccccc3)=N2)CC1	i	-2	-3	3	-2	-6	8	-8	0

4 entries out of the list, arranged by length of the SMILES, rising.
SMILES	Neddyl block	SKN-1 block	FAS-TE inh	MT1-MMP act inh	Rin1-Abl PPI inh	MsrA act	CendR NRP1 mod	E coli Lon inh	PABP1 MLLE inh
N#CC(CC(=O)c1ccc(Cl)cc1)c1ccccc1 (centres undefined)	i	2	12	4	0	-6	0	8	5
COc1ccc(C2=NCCc3cc(OC)c(OC)cc32)cc1OC	i	-1	-10	-4	-1	0	6	-8	1
Cc1oc(C(=O)O)cc1COc1ccc2c(C)cc(=O)oc2c1	i	18	-6	5	-2	-4	-4	-4	1
O=C(CN(Cc1ccco1)C(=O)Cn1nnc(-c2ccc(F)cc2)n1)NC1CCCC1	i	19	4	9	0	-2	-3	-1	4

The results go on.
SMILES	Neddyl block	SKN-1 block	FAS-TE inh	MT1-MMP act inh	Rin1-Abl PPI inh	MsrA act	CendR NRP1 mod	E coli Lon inh	PABP1 MLLE inh
COc1ccc(C(=O)Nc2ccc3oc(-c4cccc(F)c4)nc3c2)cc1OC	i	-6	0	2	0	-8	-6	1	-6
CC(OC(=O)CCC(=O)c1ccccc1)C(=O)Nc1ccc(F)cc1 (centres undefined)	i	-1	-2	1	-1	-3	4	-10	-26
O=C(CNC(=O)[C@@H]1Cc2ccccc2CN1)NC1CCCC1	i	-3	-5	2	4	-2	3	-3	3
CCC(C)NC(=O)C1CCN(C(=O)N(C)C)CC1 (centres undefined)	i	0	-9	4	3	-13	6	-13	-1
Cc1cc(C(=O)NCc2cccs2)cs1	i	9	-4	-3	-4	-3	10	-3	7
NNC(=O)c1[nH]c2ccc(Cl)cc2c1-c1ccccc1	i	-4	2	-9	-2	-3	-4	-5	6
CCN(CC)Cc1c(C(=O)N/N=C/c2c(Cl)cccc2Cl)nnn1-c1nonc1N	i	2	2	-3	1	-3	-1	-3	6
COc1cc(C(=O)NNC(=O)c2ccc(NC(C)=O)cc2)cc(OC)c1OC	i	-6	-6	2	3	-13	0	-5	15
CCOc1ccc(/C=C(\C#N)C(=O)NC2CC2)c(OCC)c1	i	12	-2	2	0	-4	-2	0	-4
Cc1ccc(Oc2c(C(N)=O)cc([N+](=O)[O-])cc2[N+](=O)[O-])cc1	i	-5	36	1	1	-6	4	5	21

Overlap with the part before: five entries, followed by the next part.
SMILES	Neddyl block	SKN-1 block	FAS-TE inh	MT1-MMP act inh	Rin1-Abl PPI inh	MsrA act	CendR NRP1 mod	E coli Lon inh	PABP1 MLLE inh
NNC(=O)c1[nH]c2ccc(Cl)cc2c1-c1ccccc1	i	-4	2	-9	-2	-3	-4	-5	6
CCN(CC)Cc1c(C(=O)N/N=C/c2c(Cl)cccc2Cl)nnn1-c1nonc1N	i	2	2	-3	1	-3	-1	-3	6
COc1cc(C(=O)NNC(=O)c2ccc(NC(C)=O)cc2)cc(OC)c1OC	i	-6	-6	2	3	-13	0	-5	15
CCOc1ccc(/C=C(\C#N)C(=O)NC2CC2)c(OCC)c1	i	12	-2	2	0	-4	-2	0	-4
Cc1ccc(Oc2c(C(N)=O)cc([N+](=O)[O-])cc2[N+](=O)[O-])cc1	i	-5	36	1	1	-6	4	5	21
CC=CC1OCC(CC)C(CCC)O1 (centres undefined)	i	-7	-2	-6	7	-15	4	-5	-6
NNC(=O)CSCc1nc(-c2ccccc2)cs1	i	-10	-5	4	-3	-2	7	-4	-7
CC(C)[C@H](NC(=O)c1ccccc1)C(=O)Nc1ccc2c(c1)OCO2	i	5	-3	-4	1	-7	-6	0	-25
O=C(C1CCCO1)N1CCN(C(=S)Nc2ccccc2)CC1 (centres undefined)	i	6	-8	2	0	-5	0	-1	-11
Cc1ccc(C)c2c1c1ccccc1n2C	i	10	8	3	0	-2	8	2	8
O=C(O)CC(NCc1ccco1)C(=O)Nc1cccc(O)c1 (centres undefined)	i	4	-4	0	-2	-2	0	-1	-2
Cc1noc(C)c1CSCC(=O)NCCN1C(=O)S/C(=C\c2ccccc2F)C1=O	i	-14	15	2	-3	-5	4	-4	3
CC(C)C(=O)NC(NC(=S)Nc1cccc2cccnc12)C(Cl)(Cl)Cl (centres undefined)	i	-4	-3	0	4	-6	-1	-4	18
Cc1cccc(C)c1NC(=O)C(=O)NCCc1c[nH]c2ccccc12	i	6	-3	-3	-5	-4	-4	-11	0
Cc1ccc(C(=O)OC(C(=O)Nc2ccc(Cl)cc2C(F)(F)F)c2ccccc2)cc1 (centres undefined)	i	7	20	-2	-1	-2	-16	10	-1

In the list so far, these contain an aryl methoxy group:
SMILES	Neddyl block	SKN-1 block	FAS-TE inh	MT1-MMP act inh	Rin1-Abl PPI inh	MsrA act	CendR NRP1 mod	E coli Lon inh	PABP1 MLLE inh
COc1ccc(C2=NCCc3cc(OC)c(OC)cc32)cc1OC	i	-1	-10	-4	-1	0	6	-8	1
COc1ccc(NC(=O)CC2(Cc3ccccc3)CCOC(C)(C)C2)cc1 (centres undefined)	i	4	2	4	1	-5	4	-10	11
COc1ccc(C(=O)Nc2ccc3oc(-c4cccc(F)c4)nc3c2)cc1OC	i	-6	0	2	0	-8	-6	1	-6
COc1cc(C(=O)NNC(=O)c2ccc(NC(C)=O)cc2)cc(OC)c1OC	i	-6	-6	2	3	-13	0	-5	15

Additional records.
SMILES	Neddyl block	SKN-1 block	FAS-TE inh	MT1-MMP act inh	Rin1-Abl PPI inh	MsrA act	CendR NRP1 mod	E coli Lon inh	PABP1 MLLE inh
Cc1[nH]n(-c2ccccc2)c(=O)c1N=Nc1nccs1	i	29	-4	32*	1	-11	-3	-7	-6
CC1(C)Cc2c(sc3nc(-c4ccccc4)n(N)c(=O)c23)CO1	i	-8	-1	-1	-4	-4	8	-1	-4
COc1cccc(CNC(=O)c2ccc(S(=O)(=O)N3CCCC3)cc2)c1	i	-20	-6	5	3	-5	1	-7	-4
CC1(C(=O)Nc2cnc3ccccc3c2)CCN1C(=O)CC(c1ccccc1)c1ccccc1 (centres undefined)	i	30	19	-1	2	-9	4	4	12
Cc1cc(C)cc(NC(=O)COC(=O)CN=C2NS(=O)(=O)c3ccccc32)c1	i	-14	-1	3	3	-2	0	-4	-15
OC(c1cccc(Cl)c1)c1nccc2ccccc12 (centres undefined)	i	9	4	0	-1	-3	-7	5	11
O=C(COc1ccccc1)NC1CCN(Cc2ccccc2)CC1	i	-27	-4	2	-1	-4	2	-3	-9
CN(C)C=Nc1ccc(Cl)c(Cl)c1	i	1	-3	3	0	-8	1	-1	-5
CSC(=S)N/N=C(\C)c1ccc(Br)cc1	i	-7	16	9	-1	-2	19	12	23
O=C(OCc1ccccc1)N1CCN(C(c2ccnc3ccccc23)c2nnnn2-c2ccc3c(c2)OCCO3)CC1 (centres undefined)	i	15	30	-4	nt	-5	0	4	nt
COc1ccc(O)c(/C=N/NC(=S)Nc2cccnc2)c1	nt	4	-2	2	-1	2	-1	-1	41*
CCc1ccc(C(=O)COC(=O)c2cccc(N3C(=O)c4c(C)nc5ccccc5c4C3=O)c2)cc1	i	2	15	5	-4	-10	-16	2	-18
CNc1ccc(-c2cccc(CO)c2)cn1	nt	-8	-3	1	-3	-2	-9	-9	17
O=C(Cc1ccc(Cl)cc1)N/N=C/c1ccncc1	i	-18	-3	0	3	-2	-7	-3	-5
Cc1[nH]c2ccccc2c1C(=O)CSc1nncn1C	i	-17	-7	1	3	0	13	7	-8
CC1CC(C)CN(CCCNC(=O)C2CCC(=O)N2C2CCCC2)C1 (centres undefined)	i	-2	-8	0	3	-15	-4	-2	-1
CCN(CCCNC(=O)CCNC(=O)Cn1ccc2ccccc2c1=O)c1ccccc1	i	26	-10	-3	0	-11	-2	-2	4
O=[N+]([O-])c1ccccc1CSc1nnc2ccccn12	i	16	-5	-2	0	-8	-21	2	1
Cc1ccccc1Cn1nc(C)c(NC(=O)C2(C)CC2(Cl)Cl)c1C (centres undefined)	i	0	-3	1	-2	-5	11	-2	5
CCOc1ccc(OCC)c(NC(=O)C2CCCN(S(=O)(=O)c3c(C)n[nH]c3C)C2)c1 (centres undefined)	i	18	4	3	2	1	-12	-6	14
COc1cc(C)nc(N2CCC(C(=O)NCC3CCCO3)CC2)n1 (centres undefined)	i	0	-6	2	-1	-3	-7	10	-6
CC(NC(=O)COC(=O)C1=COCCO1)C12CC3CC(CC(C3)C1)C2 (centres undefined)	i	-11	1	0	1	-3	22	-2	0
O=C(NCc1nnnn1-c1ccc(Cl)cc1)C1CC(=O)N(c2ccc(F)cc2)C1 (centres undefined)	i	2	-3	-1	-4	-2	-8	-6	-8
Cc1c(NC(=O)CSc2nc3ccccc3[nH]2)c(=O)n(-c2ccccc2)n1C	i	11	-11	7	4	-3	2	-1	-3
FC(F)(F)c1cccc(N2CCN(C(=S)NCC3CCCO3)CC2)c1 (centres undefined)	i	4	2	1	-1	-2	-9	-6	-119
CN(C)CCNC(=O)c1cccc2nc3c(ccc4ccccc43)nc12	i	15	-5	5	-15	-1	11	-2	11
